# HepG2 tox – counter-screen for TGF-b inhibitors: cytotoxicity in HepG2 cells; Potency, µM (doses to about 46.1 µM), for the others: at the highest dose activity change, negative = cytotoxicity, usual class: cytotoxic; AID 588856; hit rate 0.76% among 410,000; HepG2 CAGA-GFP viability, ATP luminescence, 18 h; further: potency means the concentration at half of the fitted maximal effect; some results filed as inactive show a strong effect at the top dose
#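 HepG2 CAGA-GFP cells (1000/well, DMEM with 1% FBS) received compound, then TGF-beta at 500 pg/mL final, and were incubated 18 hours at 37 degrees C. Viability was read by CellTiter-Glo luminescence. Media-only wells were set as complete cell-killing and DMSO as no toxicity.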
# MmCpn inh – M. maripaludis TRiC chaperonin inhibition; purified Mm-Cpn ATPase, ADP Transcreener TR-FRET; Potency, µM (series often up to 76.9 µM), for inactives: at the top dose activity, negative = inhibition, hits mostly inhibitors; hit rate 0.031% among 330,000; AID 504842; further: potency means the concentration at half of the fitted maximal effect; on the % scale 0 is the no-effect control and ±100 the full control effect; nearly all actives have a fitted effect of over 80% in size
#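 Compound-treated chaperonin, 25 nM final, turns over 10 uM ATP at 37°C for 30 min following a 10 min preincubation; ADP generated competes with ADP-d2 for Eu-cryptate antibody, lowering FRET.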
# Abeta rescue – A-beta toxicity reversal in yeast. yeast expressing A-beta42, growth rescue, OD600, 48 h; response scale: 0% DMSO, 100% iron-clioquinol control. hit rate 0.063% among 410,000. AID 1347071. Potency, µM (series often up to 46.1 µM), for inactives: at the top dose growth rescue, most hits filed as activators; further: potency means the concentration at half of the fitted maximal effect; nearly all actives have a fitted effect of over 55% in size
#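 Yeast growth medium received pinned compounds, then yeast cells expressing toxic A-beta were added; plates incubated at 30 C for 48 hr. Growth read as absorbance at 600 nm, normalized to DMSO and equimolar FeCl3 plus clioquinol controls.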
# Akt phos inh – blocks phosphorylation of Akt | Neuro2A IGF-stimulated pAkt S473 HTRF, 20 min; hits give low values | activity change, % for hits at 50 µM | hit rate 0.32% among 360,000; in the data active means activity change below about -80%; inconclusive means mostly about -51% to -80%; further: on the % scale 0 is the no-effect control and ±100 the full control effect
#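 Single-point screen (50 µM final compound) in Neuro2A cells stimulated 20 min with 6 nM IGF at 37 deg C. After lysis, Ser473-phosphorylated Akt read by HTRF (ex 330 nm, em 615/665 nm) as the 665/615 ratio.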
# CCT chaperon mod – changes cytosolic chaperonin activity | purified chaperonin ATPase assay, HTRF ADP detection, 30 min | activity change, % (no concentration beside the values), hits read low | hit rate 0.3% among 360,000 | AID 651819; in the data active means activity change below about -30%; further: on the % scale 0 is the no-effect control and ±100 the full control effect
#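 ATPase activity: ADP formed was measured by HTRF Transcreener (665/615 nm ratio) after 30 min at 37 deg C with 10 uM ATP. Compounds screened at one 76 uM concentration against 40 or 20 nM TRiC in Tris pH 7.4/KCl/MgCl2/DTT buffer.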
# A549 viability – counter-screen for Nrf2 inhibitors: cytotoxicity in A549 cells. A549 ARE-Fluc cells, CellTiter-Fluor viability, 18-24 h. hit rate 0.16% among 390,000. Potency, µM (titrated, usually from 46 µM), inactives show top-dose activity change, negative = cytotoxicity, actives largely listed as inhibitors; further: potency means the concentration at half of the fitted maximal effect; on the % scale 0 is the no-effect control and ±100 the full control effect
#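 A549 ARE_Fluc cells in 5% FBS OPTI-MEM were exposed to compounds in concentration-response for 18-24 h at 37 deg C. Viability was read by CellTiter-Fluor fluorescence (Ex 405/Em 525) after 30 min, before the luciferase read.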
# TGFb inhibitor – inhibitors of TGF-b signaling; HepG2 CAGA-GFP TGF-b/SMAD3 reporter, GFP fluorescence, 18 h; TGF-beta stimulated, 500 pg/mL final; Potency, µM (titrated, usually from 46.1 µM), for inactives: at the highest dose activity, negative = inhibition, actives largely listed as inhibitors; hit rate 1.2% among 410,000; AID 588855; further: potency means the concentration at half of the fitted maximal effect; on the % scale 0 is the no-effect control and ±100 the full control effect; nearly all actives have a fitted effect of over 65% in size
#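 Cell-based qHTS in HEPG2 carrying a CAGA-GFP Smad reporter; compounds added before 500 pg/mL final TGF-beta, 18 h incubation at 37 degrees C, GFP fluorescence quantified per cell by imaging cytometry.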
# Nrf2 block – Nrf2 pathway inhibition; hit rate 2.1% among 360,000; AID 504444; A549 ARE-Fluc reporter, luciferase luminescence, 18-24 h; Potency, µM (series often up to 46 µM), inactives show top-dose activity change, negative = inhibition, actives largely listed as inhibitors; further: potency means the concentration at half of the fitted maximal effect; on the % scale 0 is the no-effect control and ±100 the full control effect; nearly all actives have a fitted effect of over 60% in size
#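 Two sequential reads on A549 ARE_Fluc cells exposed to compound for 18-24 h: a CellTiter-Fluor fluorescence read for viability, then a luciferase luminescence read for Nrf2/ARE activity.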
# Nrf2 activator – activators of Nrf2 (ARE) signaling | Potency, µM (doses to about 46.1 µM), for inactives: top-dose activation, actives largely listed as activators | hit rate 0.31% among 410,000 | AREc32 ARE-luciferase reporter (MCF7-derived line), luminescence, 24 h; further: potency means the concentration at half of the fitted maximal effect; % of control where 0% means no effect; nearly all actives have a fitted effect of over 65% in size
#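 Luciferase luminescence (Steady-Glo, 30 min at room temperature) served as the read-out of ARE activation in AREc32 cells treated with compounds for 24 hr at 37 deg C.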
# Active calls of the source: *; i = inactive; ? = inconclusive; . = not tested or not shown; [ ] = dose if it differs, or a comment. Unless noted, the call rests on the fitted dose curve; in most records, active means well fitted curve in the direction sought with a large enough effect; inconclusive means small, poorly fitted or top-dose-only effect, or another doubt; inactive means no such curve, though single readings can be large; an effect the other way counts as inactive or inconclusive.
(1) CCOC(=O)[C@]12CCC=C1N(Cc1ccco1)C(=O)[C@H](CC(=O)NCCCN1CCCC1=O)C2
(2) O=C(CSc1nc2ccccc2o1)Nc1ccc(N2CCOCC2)cc1
(3) COCc1ccc(CN2CCCC(CO)(Cc3ccccc3C)C2)o1 (stereo unspecified)
(4) O=[N+]([O-])c1ccc(COc2cccc(CN3CCOCC3)c2)cc1
(5) O=C1NC(=O)/C(=C/c2ccccn2)S1
(6) CN1CCN(C(=S)SCc2nc(N)nc(Nc3ccc(F)cc3)n2)CC1
(7) Cc1cccnc1N1C(=O)c2ccc(C(=O)O)cc2C1=O
(8) COc1ccc(-c2nnc(NC(=O)CS(=O)(=O)c3ccc(Cl)cc3)o2)c(OC)c1

entry no.	1	2	3	4	5	6	7	8
Nrf2 activator	-0.4%	0.0%	0.9%	7.1%	4.8%	2.5%	-0.2%	-0.5%
HepG2 tox	.	0%	0%	-25%	19%	-16%	0%	-5%
Nrf2 block	.	11%	-1%	3%	2%	10%	2%	14%
CCT chaperon mod	-1.9	-0.3	0.6	-0.3	-4.9	0.4	0.3	0.6
TGFb inhibitor	.	-25%	0%	1%	0%	0%	3%	2%
MmCpn inh	.	0%	0%	.	-5%	0%	-1%	1%
Abeta rescue	-5%	-17%	-10%	-9%	-22%	4%	-3%	5%
A549 viability	.	6%	1%	-2%	1%	3%	1%	-3%
Akt phos inh	i	-94%*	i	i	i	i	i	i

(9) COc1ccc2nc(SCC(=O)N3CC(=O)Nc4ccccc43)c(C#N)cc2c1
(10) CCN(CC)C(=O)CSc1nc2ccccc2c(=O)n1OC
(11) COCCn1c(SCC(=O)Nc2ccc(F)cc2)nc2c(oc3ccccc32)c1=O
(12) O=C(CCn1c(=O)c2sccc2n(Cc2ccc(F)cc2)c1=O)NCc1ccc2c(c1)OCO2
(13) Cc1cc(-c2ccccc2)nc2[n+]1CCN2C
(14) O=C(Nc1nccs1)C1CC=CC2CCN(Cc3ccc(Cl)c(Cl)c3)C(=O)C21 (stereo unspecified)
(15) Cc1ccc(S(=O)(=O)CCC(=O)OCn2nnc3ccccc3c2=O)cc1
(16) CCOc1ccc(NC(=O)CSc2nc(=O)n(CCN3CCOCC3)c3c2CCCC3)cc1

entry no.	9	10	11	12	13	14	15	16
Nrf2 activator	2.2%	-0.7%	-0.1%	0.0%	0.2%	.	0.8%	-0.5%
HepG2 tox	-10%	12%	1%	-19%	-20%	-3%	14%	-2%
Nrf2 block	-17%	-5%	-1%	4%	5.2µM*	-5%	-11%	1%
CCT chaperon mod	1.0	0.3	-0.4	.	-1.2	.	-1.4	-1.2
TGFb inhibitor	6%	-27%	-6%	-29%	?	-10%	-2%	-16%
MmCpn inh	-7%	2%	-2%	.	0%	.	0%	-5%
Abeta rescue	12%	5%	7%	-6%	-5%	.	-4%	-6%
A549 viability	-22%	-3%	2%	0%	-15%	0%	0%	-1%
Akt phos inh	i	i	i	.	i	.	i	i

# Full records, looked up by structure.
# CCN(CC)C(=O)CSc1nc2ccccc2c(=O)n1OC as listed: Nrf2 activator: -0.7%; HepG2 tox: 12%; Nrf2 block: -5%; CCT chaperon mod: 0.3; TGFb inhibitor: -27%; MmCpn inh: 2%; Abeta rescue: 5%; A549 viability: -3%; Akt phos inh: i
# COc1ccc2nc(SCC(=O)N3CC(=O)Nc4ccccc43)c(C#N)cc2c1 as listed: Nrf2 activator: 2.2%; HepG2 tox: -10%; Nrf2 block: -17%; CCT chaperon mod: 1.0; TGFb inhibitor: 6%; MmCpn inh: -7%; Abeta rescue: 12%; A549 viability: -22%; Akt phos inh: i

# Later entries.
(17) CC1=NN(c2ccccc2)C(=O)/C1=C\c1ccc(Br)s1
(18) CCNS(=O)(=O)c1ccc(NC(=O)c2ccccc2SCCOC)cc1
(19) CCOC(=O)c1ccc(NC(=O)c2cccc(S(=O)(=O)N3c4ccccc4CC3C)c2)s1 (stereo unspecified)
(20) Cc1c(Cl)cnc(NC(=O)COC(=O)c2nn(C)c(=O)c3ccccc23)c1Cl
(21) O=c1cc(-c2ccccc2)c2ccc(O)c(CN3CCCCC3)c2o1
(22) O=C(CSc1nnc(-c2cccs2)o1)N1CCCc2ccccc21
(23) CC(=O)[C@H]1CC[C@H]2[C@@H]3CC=C4C[C@@H](O)CC[C@]4(C)[C@H]3CC[C@]12C
(24) Cc1ccc(CNC(=O)CCS(=O)(=O)c2ccc(C)cc2)cc1

entry no.	17	18	19	20	21	22	23	24
Nrf2 activator	3.1%	2.9%	0.3%	-0.1%	0.2%	0.0%	-0.3%	2.4%
HepG2 tox	-10%	8%	-14%	-2%	-4%	1%	-22%	-8%
Nrf2 block	1%	-6%	?	8%	2%	10%	9%	-6%
CCT chaperon mod	0.5	0.7	1.0	-0.2	0.1	-1.4	-3.7	-1.4
TGFb inhibitor	-19%	14%	?	-2%	15%	6%	-14%	-15%
MmCpn inh	-5%	0%	-2%	?	-2%	-1%	1%	1%
Abeta rescue	8%	1%	1%	1%	-1%	-21%	-7%	-3%
A549 viability	2%	1%	-19%	2%	4%	2%	6%	1%
Akt phos inh	i	i	i	i	i	i	i	i

(25) S=C1Nc2cc(Cl)ccc2Sc2ccccc21
(26) COCCN(C(=S)Nc1ccccc1C)C(C)c1cccs1 (stereo unspecified)
(27) CC(CCc1ccccc1)NC(=O)C(=O)c1c[nH]c2ccccc12 (stereo unspecified)
(28) O=C(COC(=O)CNC(=O)c1ccc2c(c1)OCO2)Nc1ncc(Cl)cc1Cl
(29) CCOc1ccc(NC(=O)c2c(NC(=O)c3cccc(C)c3)sc3c2CCC3)cc1
(30) O=C(CSc1ccc(-c2ccccc2)nn1)N1CCOCC1
(31) CCn1c(SCC(=O)N2c3ccccc3Sc3ccccc32)nc2c1c(=O)n(C)c(=O)n2C
(32) COc1ccc(CNC(=S)Nc2cccc(Cl)c2)cc1

entry no.	25	26	27	28	29	30	31	32
Nrf2 activator	0.1%	-0.6%	0.2%	-0.5%	0.0%	0.2%	-0.7%	5.1%
HepG2 tox	-1%	2%	-26%	3%	-15%	-15%	-17%	-28%
Nrf2 block	2%	3%	15%	15%	10%	17%	?	-6%
CCT chaperon mod	0.5	0.6	-4.3	-2.4	.	-0.5	-1.1	1.4
TGFb inhibitor	1%	-23%	?	17%	-9%	0%	7%	-28%
MmCpn inh	-6%	1%	-6%	0%	.	4%	1%	.
Abeta rescue	2%	-18%	-13%	10%	-1%	14%	20%	?
A549 viability	-8%	10%	0%	2%	6%	1%	-21%	20%
Akt phos inh	i	i	i	i	.	i	i	i

(33) CCOC(=O)C1CCN(C(=O)CS(=O)Cc2nc(-c3ccc(C)cc3)oc2C)CC1 (stereo unspecified)
(34) CCC(=O)N1CCc2cc(S(=O)(=O)NC(Cc3ccccc3)C(=O)Nc3ccc(Cl)cc3)ccc21 (stereo unspecified)
(35) CCOc1ccc(CNC(=O)C2CCCN(S(=O)(=O)c3ccc4c(ccn4C)c3)C2)cc1 (stereo unspecified)
(36) O=C(N1CCOCC1)N(CCN1CCOCC1)Cc1cccc(Cl)c1
(37) CCCN1C(=O)/C(=C/c2c(NCCCOCC)nc3c(C)cccn3c2=O)SC1=S
(38) Cc1cccc(Nc2ncnc3nc[nH]c23)c1C
(39) Cc1ccc(C(=O)N/C(=C/c2ccc(-c3cccc([N+](=O)[O-])c3)o2)C(=O)NC(C)C)cc1
(40) O=C(Cc1cccs1)Nc1cccc(-c2nc3cc4ccccc4cc3[nH]2)c1

entry no.	33	34	35	36	37	38	39	40
Nrf2 activator	2.3%	-0.1%	5.5%	0.2%	-0.7%	0.6%	2.0%	-1.8%
HepG2 tox	-15%	-18%	-24%	27%	0%	-2%	0%	-74%
Nrf2 block	-18%	-16%	.	.	1%	1%	?	?
CCT chaperon mod	-1.1	.	.	-1.0	0.5	-2.2	0.1	-2.2
TGFb inhibitor	-12%	?	2%	0%	2%	11%	-26%	11µM*
MmCpn inh	0%	.	.	.	0%	-3%	0%	-10%
Abeta rescue	-5%	8%	-4%	-2%[9.22 µM]	14%	7%	2%	2%
A549 viability	0%	6%	2%	-5%	-2%	0%	-5%	?
Akt phos inh	i	.	.	i	i	i	i	i

(41) Cc1c(Br)c([N+](=O)[O-])nn1CC(=O)NCc1cccnc1
(42) CC(C)(C)c1nc2ccccc2c(=O)n1N1C(=O)c2ccccc2C1=O
(43) O=C(NCCO)c1cccc(S(=O)(=O)N2CCCCC2)c1
(44) CCNC(=S)NNC(=O)c1ccoc1C
(45) CC(CNC(=O)CCCn1ncn2c(cc3occc32)c1=O)c1ccccc1 (stereo unspecified)
(46) CC(Sc1nnc2c(n1)[nH]c1ccccc12)C(=O)N(C)C1CCCCC1 (stereo unspecified)
(47) Cc1ccc(-c2cc(C(=O)OCC(=O)c3ccccc3)c3cccc(Cl)c3n2)cc1
(48) COCCN1CCN(C(=O)C2CCC(=O)N(CCc3ccc(Cl)cc3)C2)CC1 (stereo unspecified)

entry no.	41	42	43	44	45	46	47	48
Nrf2 activator	0.3%	-0.1%	0.0%	-0.1%	1.3%	-0.5%	1.8%	-1.5%
HepG2 tox	-1%	-15%	-14%	-15%	-5%	-33%	-2%	-2%
Nrf2 block	-9%	?	13%	0%	?	?	?	-1%
CCT chaperon mod	1.6	0.6	-0.8	-3.2	0.4	0.3	.	-3.6
TGFb inhibitor	-1%	-27%	-12%	-1%	-5%	?	11%	-7%
MmCpn inh	-1%	-2%	1%	1%	3%	-2%	.	-3%
Abeta rescue	13%	11%	-19%	6%	4%	-5%	-20%	-11%
A549 viability	13%	-18%	10%	0%	9%	-3%	3%	1%
Akt phos inh	i	i	i	i	i	i	.	i

# From PubChem BioAssay
